Mot1-301 SUMO = yeast Mot1-301 growth rescue at high temperature, primary screen, SUMOylation pathway inhibitor project, S. cerevisiae, ATP luminescence, 38.5C; S. cerevisiae Mot1-301 growth rescue; percent above DMSO median, 100 means doubled; growth rescue, % at 18.8 µM; actives 1% (n = 320,000); AID 2716, 2010;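 active means every valid replicate shows activation above 250% relative to neutral control wells; inactive means the rest, any valid replicate at or below 250%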;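 further: OY570 slx delta 5 strain wells were the positive control but not used for scaling; some compounds called inactive have numbers as strong as hits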
phage Ecoli inh = growth loss of phage-infected E. coli, primary screen, RecBCD inhibitor project, absorbance, with phage, HTS; inhibition, % at 11.9 µM; actives 0.26% (n = 360,000); AID 651602, 2012; in the data active means inhibition above about 11%
Pemphigus Ab inh = inhibitors of pemphigus antibody binding to DSG3, primary screen, biochemical, bead-based, flow cytometry, scFv-GFP | Desmoglein-3 (Homo sapiens), P32926 | DSG3-coupled beads, scFv-anti-DSG3-GFP binding; stronger effect = lower value | binding (percent of control), % at 10 µM | actives 0.48% (n = 310,000) | AID 588358, 2011;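 active means binding more than 3 SD below its plate's average and above zero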;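 further: hits lower antibody fragment binding to DSG3; some compounds called inactive have numbers as strong as hits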
PfHsp90 set2 = growth inhibition of PfHsp90-expressing yeast, primary screen, antimalarial PfHsp90 inhibitor project, S. cerevisiae, BacTiter-Glo luminescence, single point, set 2. BacTiter-Glo ATP, 48 h; yeast lacking PDR1 and PDR3 efflux regulators. inhibition, % at 9.4 µM. actives 0.32% (n = 310,000);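 active means every replicate shows inhibition above about 80%, whatever the replicate mean, limit read from the data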;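 further: 0% = DMSO neutral controls and 100% = 20 µM radicicol positive controls; yeast relying on Plasmodium falciparum Hsp90 in place of its own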
PKA-R1A activ = activators of PKA-R1A holoenzyme, primary screen, biochemical, fluorescence polarization, Cy5-IP20, bovine R1A, mouse PKAc. activation, % at 11.4 µM. actives 0.083% (n = 340,000). cAMP-dependent protein kinase type I-alpha regulatory subunit (Bos taurus) + …. AID 504707, 2011. PKA-R1A dissociation; scaled: DMSO 0%, 113 µM cGMP 100%;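 active means percent activation above the mean of all tested compounds plus 3 SD, cut at about 19% in these data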;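 further: higher means more PKAc released from R1A so a rise in polarization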
Ecoli viability = E. coli V3065 growth inhibition, primary screen, counter-screen for AddAB inhibitor project, absorbance, OD600 | 18 h | AID 449728, 2010 | inhibition, % at 11.9 µM | actives 0.27% (n = 330,000);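 active means inhibition above the campaign's mean inhibition across all tested compounds plus 3 SD, cut at about 9.9% in these data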;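 further: uninfected addAB+ strain grown without phage in ampicillin broth; 0% = DMSO wells and 100% = ciprofloxacin 0.95 µg/ml wells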
OPRM1-OPRD1 inv = inverse agonists of MOR-DOR heterodimerization, primary screen, cell-based, luminescence. Mu-type opioid receptor (Homo sapiens) + Delta-type opioid receptor (Homo sapiens), …. cell-based MOR-DOR heterodimer luminescence, inverse agonism. inhibition, % at 9.3 µM. actives 0.21% (n = 340,000); in the data active means inhibition above about 22%, passing the limit was not always enough;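 further: 0% = cells with DMSO and 100% = wells without cells with DMSO; values of inactives mirror those of a sister screen read the other way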
HTR5A ag = HTR5A agonists in luminescence cell assay, primary screen, counter-screen for OPRM1-OPRD1 heterodimer agonist project, full-deck HTS. actives 0.61% (n = 340,000). activation, % at 9.3 µM. cell-based; in the data active means activation mostly above about 9.5%, no sharp cut-off; inactive means mostly below about 7.6%;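 further: 0% = cells with vehicle only and 100% = reference agonist; strong numbers were not always called active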
Target sequence (P47898 whole entry, looked up): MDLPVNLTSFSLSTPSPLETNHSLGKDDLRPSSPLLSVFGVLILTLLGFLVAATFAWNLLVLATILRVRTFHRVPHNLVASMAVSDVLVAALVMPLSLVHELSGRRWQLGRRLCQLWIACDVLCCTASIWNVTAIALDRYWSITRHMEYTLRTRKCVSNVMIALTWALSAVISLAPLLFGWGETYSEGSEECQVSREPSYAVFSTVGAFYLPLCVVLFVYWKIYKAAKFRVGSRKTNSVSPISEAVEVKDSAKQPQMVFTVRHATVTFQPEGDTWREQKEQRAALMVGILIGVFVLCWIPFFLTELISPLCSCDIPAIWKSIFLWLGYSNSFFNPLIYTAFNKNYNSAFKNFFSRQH
HTR5A inv ag = HTR5A inverse agonists in luminescence cell assay, primary screen, counter-screen for OPRM1-OPRD1 heterodimer inverse agonist project, full-deck HTS; AID 504634, 2011; HTR5A cell line, inverse agonism; 5-hydroxytryptamine receptor 5A (Homo sapiens), P47898; actives 0.083% (n = 340,000); inhibition, % at 9.3 µM; in the data active means inhibition mostly above about 23%, no sharp cut-off; inactive means mostly below about 18%;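 further: 0% = cells with DMSO and 100% = no-cell wells with DMSO; some compounds called inactive have numbers as strong as hits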
AddAB inh = growth inhibition of E. coli expressing H. pylori AddAB, primary screen, AddAB inhibitor project, absorbance. inhibition, % at 11.9 µM. actives 0.29% (n = 330,000); in the data active means inhibition above about 12%;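 further: 0% = vehicle wells of infected cells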
MOR-DOR ag = agonists of OPRM1-OPRD1 heterodimerization, primary screen, cell-based, luminescence. cells. activation, % at 9.3 µM. actives 0.3% (n = 340,000); in the data active means activation above about 18%;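 further: 0% = vehicle-treated cells and 100% = reference agonist; values of inactives mirror those of a sister screen read the other way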
Starred values were filed as active, the others as inactive; x = not tested or not shown; + = active, no number.

structure | Mot1-301 SUMO | phage Ecoli inh | Pemphigus Ab inh | PfHsp90 set2 | PKA-R1A activ | Ecoli viability | OPRM1-OPRD1 inv | HTR5A ag | HTR5A inv ag | AddAB inh | MOR-DOR ag
Cc1nc(C)c(C(=O)Nc2cccc(Cl)c2)o1 | 16 | 2.4 | 94 | x | -7 | -1.8 | 3 | 0 | -19 | 1.4 | -0.5
CC(C)(C)OC(=O)N/N=C\c1cccnc1 | 180 | 5.6 | 106 | 23 | -6 | -0.2 | 8 | -12 | -3 | 3.3 | -1.7
CCCCNC(=O)CNC(=O)c1nn(-c2ccc(OC)cc2OC)c(=O)c2ccccc12 | 21 | 0.0 | 92 | -16 | 10 | -0.2 | 10 | -1 | 3 | -0.9 | -1.7
COc1ccc(/C=N/NC(=S)Nc2ccccc2)cc1COc1cccc(C)c1C | -15 | 2.8 | 101 | -51 | -2 | 0.5 | -7 | -2 | 5 | -0.6 | 1.3
COc1ccc(-c2nn(-c3ccccc3)cc2C(=O)NC2CCC(C)CC2)cc1 (stereo unspecified) | -9 | 3.0 | 90 | x | -18 | -3.0 | 8 | 0 | 9 | -1.9 | -1.3
CCOC(=O)Cn1nc(-c2ccc(F)cc2)oc1=O | -3 | 3.3 | 76 | -21 | -7 | 1.4 | 13 | 2 | -5 | -0.2 | -2.4
O=C(Nc1ccccc1)Nn1cnnc1 | 290 | 3.2 | 94 | -24 | -1 | x | 10 | 2 | -9 | x | -2.3
NS(=O)(=O)c1ccc(CCNC(=O)CCCNC(=O)c2ccc(Cl)cc2)cc1 | 0 | 2.1 | 104 | 12 | 10 | -2.7 | 8 | -4 | 3 | 2.0 | -1.6
CC(=O)O/N=C/c1c(N2CCOCC2)n(C)c2ccccc12 | 2 | 9.5 | 106 | x | 12 | 8.6 | -28 | 2 | -6 | 5.9 | 5.8
O=CNCCCc1nc2ccccc2n1CCc1ccccc1 | + | -1.0 | 116 | -3 | 8 | x | 16 | 2 | -7 | x | -3.5
CC(C)Cn1c(-c2cc([N+](=O)[O-])ccc2Cl)nc2c1c(=O)[nH]c(=O)n2Cc1ccccc1 | -7 | 2.1 | x | -1 | -14 | -0.8 | -21 | -5 | 0 | -0.8 | 4.0
CC(=O)Oc1ccc2c(=O)c(-c3ccccc3)coc2c1 | 3 | 1.4 | 91 | -10 | -8 | 2.5 | -1 | 1 | 4 | 2.5 | 0.2
O=C(c1cc(F)c(F)c(F)c1F)N1CCN(C(=O)C2CCCO2)CC1 (stereo unspecified) | -9 | 4.4 | x | -25 | -1 | 1.2 | 3 | -1 | 5 | 0.3 | -0.6
CCN(CC)c1ccc(/C=N/NC(=S)NCc2ccccc2)cc1 | -19 | 3.3 | 104 | -12 | -8 | 1.9 | -13 | 14* | 8 | 4.5 | 2.3
O=C(NNC(=O)c1ccc(Cl)c([N+](=O)[O-])c1)c1ccncc1 | -4 | 0.2 | 105 | -6 | -10 | -1.7 | 12 | 5 | 19 | 5.0 | -2.2
C=CCOc1nc2c(c(=O)n(C)c(=O)n2C)n1Cc1ccc(Cl)cc1 | -29 | 4.2 | 100 | -10 | 5 | 0.9 | 2 | 3 | 10 | 5.0 | -0.3
COCCNc1nc2c(c(=O)n(Cc3ccccc3F)c(=O)n2C)n1C | -12 | 3.5 | 100 | 0 | 0 | -0.3 | 9 | 2 | -6 | 5.2 | -1.9
CCC(CC)C(=O)c1c[nH]c(C(=O)NCc2ccco2)c1 | -6 | 1.5 | 95 | 13 | -16 | 2.0 | 15 | 3 | -9 | 1.8 | -2.8
CCN(Cc1ccncc1)C(=O)c1cc(COc2ccc(C)c(C)c2)on1 | 18 | 0.2 | 100 | 12 | 1 | -1.5 | 12 | 4 | 13 | -2.1 | -2.2
CC(C)C[C@@H](CO)N1CCN(Cc2ccc([N+](=O)[O-])cc2)CCC1=O | 18 | 1.3 | 106 | x | -6 | 1.5 | 13 | -3 | -1 | 3.4 | -2.3
CC1Cc2cc(-c3csc(NC(=O)Cc4cccs4)n3)ccc2N1S(C)(=O)=O (stereo unspecified) | -4 | -0.7 | 100 | -22 | -4 | 0.5 | -11 | 5 | -16 | 1.5 | 2.1
O=C(Nc1nccs1)C(c1ccccc1)N1CCCCC1 (stereo unspecified) | x | 3.0 | 105 | 12 | -9 | -0.1 | 14 | 0 | 1 | 0.8 | -3.0
COCCCn1c(SCC(=O)n2c(C)c(C)c3ccccc32)nnc1-c1ccoc1C | 9 | 1.7 | 102 | 13 | 5 | -1.6 | 13 | 2 | -13 | 0.2 | -2.5
CC(CC(=O)O)CC(=O)Nc1ccccc1C(=O)O (stereo unspecified) | -11 | 0.1 | 106 | -13 | -2 | 0.2 | 4 | 1 | 6 | 3.6 | -0.7
c1ccc(Nc2cc(Nc3ccccc3)[nH]n2)cc1 | -8 | -0.6 | 102 | -19 | -5 | -1.6 | -21 | 0 | -7 | 2.5 | 3.5

Reprinted from the part before: 2 entries, then new ones.
structure | Mot1-301 SUMO | phage Ecoli inh | Pemphigus Ab inh | PfHsp90 set2 | PKA-R1A activ | Ecoli viability | OPRM1-OPRD1 inv | HTR5A ag | HTR5A inv ag | AddAB inh | MOR-DOR ag
CC(CC(=O)O)CC(=O)Nc1ccccc1C(=O)O (stereo unspecified) | -11 | 0.1 | 106 | -13 | -2 | 0.2 | 4 | 1 | 6 | 3.6 | -0.7
c1ccc(Nc2cc(Nc3ccccc3)[nH]n2)cc1 | -8 | -0.6 | 102 | -19 | -5 | -1.6 | -21 | 0 | -7 | 2.5 | 3.5
N#Cc1nc(-c2cccs2)oc1N1CCN(Cc2ccccc2)CC1 | 6 | -0.4 | 105 | 9 | -12 | -4.1 | -32 | 1 | -2 | -0.1 | 5.1
c1ccc2sc(N3CN(CCN4CCOCC4)CN(c4nc5ccccc5s4)C3)nc2c1 | 35 | x | x | x | 1 | 0.2 | -6 | -5 | 13 | 2.0 | 1.1
CC(C)N(CCNC(=O)C1CCN(S(=O)(=O)N2CCOCC2)CC1)Cc1ccccc1 | 4 | -0.5 | 107 | -17 | -10 | 1.9 | 5 | -5 | 3 | 1.7 | -0.8
COc1cc2oc3ccc(C#Cc4ccc(N)cc4)cc3c(=O)c2cc1OC | -6 | 3.8 | 107 | -31 | -3 | -3.8 | -4 | 7 | -19 | -2.2 | 0.6
Nc1nc(N2CCOCC2)cc(=O)[nH]1 | 1 | -0.7 | 104 | 24 | 2 | 1.3 | 22 | 2 | -5 | 3.2 | -3.9
Cc1ccc(S(=O)(=O)N2CCCC2CNC(=O)C(=O)Nc2ccc(F)cc2)cc1 (stereo unspecified) | -5 | 4.9 | 121 | -4 | 0 | 1.0 | -10 | 4 | -11 | -0.8 | 1.6
Cc1ccc(C(=O)NCCc2cc3ccc(C)c(C)c3[nH]c2=O)cc1[N+](=O)[O-] | 77 | 2.3 | 87 | -10 | 6 | -1.9 | 8 | 0 | -1 | -1.7 | -1.4
O=C(NCCCn1ccnc1)C(=O)NCC(c1ccco1)N1CCN(c2ccc(F)cc2)CC1 (stereo unspecified) | 0 | 1.7 | 101 | -11 | -4 | -1.3 | 4 | -2 | -31 | -0.7 | -0.8
CCOc1ccc(S(=O)(=O)N2CCC(C(=O)N3CCc4ccccc4C3)CC2)cc1 | -11 | 1.6 | 107 | 23 | -5 | 1.4 | 4 | -4 | 9 | 0.9 | -0.9
O=C(Nc1ccccc1N1CCOCC1)c1ccc(Cl)nc1 | x | 4.4 | 106 | -10 | -10 | 0.6 | -1 | 0 | -1 | 0.0 | 0.2
O=C(COC(=O)/C=C/c1ccccc1)NCC1CCCO1 (stereo unspecified) | x | 4.4 | 108 | 17 | -5 | -2.8 | -5 | 1 | 4 | -2.3 | 1.1
CC(C)Cc1nc(SCC(=O)N2CC(C)OC(C)C2)c2c(=O)n(C)c(=O)n(C)c2n1 (stereo unspecified) | -1 | 5.4 | x | 19 | 2 | 0.9 | 14 | 5 | -1 | 1.4 | -2.6
Fc1ccccc1COc1ccccc1CNCc1ccncc1 | 218 | 2.9 | 98 | -13 | 2 | -1.8 | -1 | 9 | 11 | 1.5 | 0.2
COc1ccc(OCCSc2ncn[nH]2)cc1 | 10 | 1.4 | 102 | 9 | -1 | 3.6 | 4 | 2 | -6 | 0.9 | -0.8
CS(=O)(=O)Nc1ccc(-c2n[nH]c(=S)n2-c2ccccc2)cc1 | 58 | 1.4 | 103 | 11 | 1 | -3.2 | 6 | -1 | -36 | -0.9 | -1.1
O=C(c1ccccc1[N+](=O)[O-])N1CCC(Cc2ccccc2)CC1 | 58 | 5.6 | 99 | -31 | 16 | -3.5 | -8 | 4 | 0 | 0.3 | 1.5
COc1ccc(CNC(=O)CCCCCn2c(SCC#N)nc3cc4c(cc3c2=O)OCO4)cc1 | -17 | 3.0 | 95 | 6 | -9 | 0.9 | 13 | 1 | -2 | 1.0 | -2.6
O=S(=O)(NCc1ccco1)c1ccc2ccccc2c1 | 430* | 2.2 | 85 | -23 | -6 | 0.7 | 10 | -1 | 2 | 3.7 | -1.8
CCC1CN(C(=O)N2CCC(C(=O)NCCc3ccccc3)CC2)c2ccccc2O1 (stereo unspecified) | 11 | 1.8 | 102 | -9 | -8 | -0.8 | 7 | -3 | 10 | 3.7 | -1.3
CCCC(C)NC1=NCCCCC1 (stereo unspecified) | 2 | -0.6 | 102 | -15 | -5 | -0.4 | -7 | 8 | -18 | 1.1 | 1.1
CC(=O)c1ccc(NC(=O)COc2ccccc2C(=O)Nc2ccccc2)cc1 | 24 | -0.4 | 106 | -10 | -6 | -2.3 | 13 | -7 | 17 | -0.6 | -2.6

Exported with each value named: entries from further up.
CC(C)N(CCNC(=O)C1CCN(S(=O)(=O)N2CCOCC2)CC1)Cc1ccccc1
  Mot1-301 SUMO = 4
  phage Ecoli inh = -0.5
  Pemphigus Ab inh = 107
  PfHsp90 set2 = -17
  PKA-R1A activ = -10
  Ecoli viability = 1.9
  OPRM1-OPRD1 inv = 5
  HTR5A ag = -5
  HTR5A inv ag = 3
  AddAB inh = 1.7
  MOR-DOR ag = -0.8
CC(C)Cc1nc(SCC(=O)N2CC(C)OC(C)C2)c2c(=O)n(C)c(=O)n(C)c2n1 (stereo unspecified)
  Mot1-301 SUMO = -1
  phage Ecoli inh = 5.4
  Pemphigus Ab inh = x
  PfHsp90 set2 = 19
  PKA-R1A activ = 2
  Ecoli viability = 0.9
  OPRM1-OPRD1 inv = 14
  HTR5A ag = 5
  HTR5A inv ag = -1
  AddAB inh = 1.4
  MOR-DOR ag = -2.6
